CHOP UPR activ = activators of apoptotic arm of unfolded protein response (CHOP). CHO-CHOP luciferase reporter, UPR activation, luminescence; percent of tunicamycin response over DMSO baseline. activation, % at 10 µM. 0.34% of 330,000 active;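 active = at 10 µM dose, activation of 40% or more, normalized to positive control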;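 also: 100% = tunicamycin at 10 µg/mL and 0% = DMSO alone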
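Test system: CHO CHOP reporter cells. Input: 500 CHO-CHOP cells per well. Medium: F12 with 10% FBS. Technique: luciferase luminescence. Measure: percent activation relative to tunicamycin control. Dosing: 10 µM compound, 0.5% DMSO. Timing: 16-18 h cell attachment, then 6 h compound exposure, 37 °C.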
Jurkat NFkB inh = lowers PMA/ionomycin-induced NF-kB signal in Jurkat cells | PMA/ionomycin-induced NF-kB luciferase reporter, luminescence | inhibition, % at 4 µM | 0.53% of 330,000 active; in the data active = inhibition above about 50%
697 NFkB inh = inhibitors of the PMA/ionomycin-induced NF-kB reporter in 697 B cells; 697 B-cell NF-kB luciferase reporter, 16 h; inhibition, % at 4 µM; AID 435022; 0.33% of 330,000 active; in the data active = inhibition above about 35%
tim23-1 inh = tim23-1 yeast growth inhibition. S. cerevisiae tim23-1 growth, BacTiter-Glo luminescence, 24 h. inhibition, % at 20 µM. 1.3% of 330,000 active;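 active = growth inhibition of the mutant yeast at or above 50%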;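 also: temperature-sensitive mutant grown at 25 °C; plate controls were DMSO-treated mutant yeast for no effect and medium wells lacking yeast for full effect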
Mdm2 MdmX PPI = human Mdm2/MdmX binding inhibition; inhibition, % at 8 µM; SaOS-2 split-luciferase Mdm2/MdmX complementation, luminescence; 3% of 330,000 active; O15151+Q00987; AID 485346;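 active = inhibition of at least 50% at 8 µM in the primary screen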
XBP1 UPR activ = activators of adaptive arm of unfolded protein response (XBP1); CHO-XBP1 luciferase reporter, IRE1-XBP1 UPR activation, luminescence; percent of tunicamycin response, DMSO as zero; activation, % at 20 µM; 0.33% of 330,000 active; AID 463104;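 active = versus positive control, 20 µM dose yields 30% or more activation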;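 also: 100% = tunicamycin at 10 µg/mL and 0% = DMSO only wells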
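incubation = overnight seeding at 37 °C, 6 h compound treatment at 37 °C | assay system = CHO-XBP1 cells stably carrying IRE1-XBP1-driven luciferase reporter | input = 1000 cells per well | detection = luciferase luminescence | dosing = single point, 20 µM final compound, 1% DMSO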
APJ ag = APJ receptor agonism; P35414; CHO-K1 APJ PathHunter beta-arrestin, luminescence; 0% DMSO wells, 100% apelin; activation, % at 20 µM; 0.11% of 330,000 active; AID 2520;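 active = activation more than six SD over the plate average, tested at 20 µM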;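 also: 0% = DMSO alone and 100% = apelin-13 at 10 nM; some results filed as inactive read as strong as hits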
Target sequence (P35414 whole entry, looked up): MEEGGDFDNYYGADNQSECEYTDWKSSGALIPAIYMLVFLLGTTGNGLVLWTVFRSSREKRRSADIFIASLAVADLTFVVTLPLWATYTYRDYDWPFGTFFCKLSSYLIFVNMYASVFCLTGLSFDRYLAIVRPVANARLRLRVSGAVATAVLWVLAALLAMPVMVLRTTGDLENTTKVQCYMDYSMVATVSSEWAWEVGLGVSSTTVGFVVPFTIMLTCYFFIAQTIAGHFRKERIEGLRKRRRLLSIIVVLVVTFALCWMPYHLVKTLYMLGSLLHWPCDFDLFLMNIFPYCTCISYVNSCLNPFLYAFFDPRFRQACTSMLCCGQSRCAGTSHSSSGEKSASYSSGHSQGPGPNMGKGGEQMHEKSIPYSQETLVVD
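Test system – PathHunter CHO-K1 APJ (AGTRL-1) beta-arrestin reporter cells · Input – 1000 cells/well · Compound – single test compound dose, 20 µM final, 1% DMSO · Times – compound stimulation 90 min at 25 °C, detection 60 min · Technique – beta-gal luminescence · Read-out basis – APJ–arrestin association signal · Control set – negative DMSO alone, positive Apelin-13 at 10 nM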
APJ antag = APJ receptor antagonism. CHO-K1 APJ beta-arrestin complementation, luminescence. inhibition, % at 20 µM. 0.32% of 330,000 active;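 active = inhibition above about 40% at 20 µM, limit read from the data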;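 also: cells challenged with 10 nM apelin-13 agonist together with compound; plate controls were apelin-13 plus DMSO wells for no effect and DMSO wells lacking apelin-13 for full effect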
Starred values were filed as active, the others as inactive.

Screening N/C(COc1cccc(Cl)c1)=N\NS(=O)(=O)c1ccccc1 returned CHOP UPR activ -2.4, Jurkat NFkB inh 5, 697 NFkB inh -16, tim23-1 inh 12, Mdm2 MdmX PPI -9, XBP1 UPR activ 1, APJ ag -1 and APJ antag 0.
For Cc1cc2oc(C(=O)Nc3nonc3C)c(C)c2cc1Cl the results were CHOP UPR activ 7.4, Jurkat NFkB inh -46, 697 NFkB inh 11, tim23-1 inh 2, Mdm2 MdmX PPI -42, XBP1 UPR activ -3, APJ ag -1 and APJ antag -2.
`C/C(=N\NC(=O)CC1N=C(Cc2ccccc2)NNC1=O)c1ccc(Cl)cc1Cl` (stereo not given) gave CHOP UPR activ 0.5, Jurkat NFkB inh -12, 697 NFkB inh -9, tim23-1 inh -7, Mdm2 MdmX PPI -31, XBP1 UPR activ 3, APJ ag 0 and APJ antag 4.
Screening CCOc1ccc(CNC(=O)CCCn2nc(C)c3c(C)n(-c4ccc(C)cc4)nc3c2=O)cc1 returned CHOP UPR activ 1.0, Jurkat NFkB inh 17, 697 NFkB inh 10, tim23-1 inh 9, Mdm2 MdmX PPI 10, XBP1 UPR activ 4, APJ ag -2 and APJ antag 24.
For COC(=O)C1=C(C(=O)OC)[C@@H]2N(Cc3ccccc3)c3ccccc3[C@@]23C[C@@H](C(=O)OC)N(C(=O)c2cccs2)C3=N1 the results were CHOP UPR activ 17, Jurkat NFkB inh 7, 697 NFkB inh 11, tim23-1 inh 42, Mdm2 MdmX PPI 60*, XBP1 UPR activ 7, APJ ag -1 and APJ antag -7.
CCOc1ncccc1C(=O)OCC(=O)Nc1ccc2c(c1)OCO2 was read as CHOP UPR activ -2.1, Jurkat NFkB inh 6, 697 NFkB inh 6, tim23-1 inh -4, Mdm2 MdmX PPI 13, XBP1 UPR activ 2, APJ ag 1 and APJ antag -6.
For O=S(=O)(NC1CCCCC1NCc1ccco1)c1ccccc1 (stereo not given) the results were CHOP UPR activ -2.0, Jurkat NFkB inh -3, 697 NFkB inh -4, tim23-1 inh 17, Mdm2 MdmX PPI 11, XBP1 UPR activ -2, APJ ag -6 and APJ antag 18.
`O=C(NCC(c1cccs1)N1CCOCC1)c1ccc([N+](=O)[O-])cc1` (stereo not given) gave CHOP UPR activ 0.7, Jurkat NFkB inh 3, 697 NFkB inh 5, tim23-1 inh 6, Mdm2 MdmX PPI -45, XBP1 UPR activ 0, APJ ag 2 and APJ antag 1.
`C/C(=N\Nc1ccc(Cl)c(C(=O)O)c1)c1ccc[nH]1` gave CHOP UPR activ 3.0, Jurkat NFkB inh -8, 697 NFkB inh -10, tim23-1 inh 14, Mdm2 MdmX PPI -9, XBP1 UPR activ 5, APJ ag 3 and APJ antag -39.
For Brc1cccc(-c2nc(-c3ccncc3)no2)c1 the results were CHOP UPR activ 3.1, Jurkat NFkB inh -83, 697 NFkB inh -57, tim23-1 inh -110, Mdm2 MdmX PPI -23, XBP1 UPR activ 2, APJ ag -3 and APJ antag -9.

Nothing new here: an excerpt of the list.
`C/C(=N\Nc1ccc(Cl)c(C(=O)O)c1)c1ccc[nH]1` gave CHOP UPR activ 3.0, Jurkat NFkB inh -8, 697 NFkB inh -10, tim23-1 inh 14, Mdm2 MdmX PPI -9, XBP1 UPR activ 5, APJ ag 3 and APJ antag -39.
For Brc1cccc(-c2nc(-c3ccncc3)no2)c1 the results were CHOP UPR activ 3.1, Jurkat NFkB inh -83, 697 NFkB inh -57, tim23-1 inh -110, Mdm2 MdmX PPI -23, XBP1 UPR activ 2, APJ ag -3 and APJ antag -9.

(more compounds)
`CCOc1ccc(Br)cc1C(=S)N1CCCC1` gave CHOP UPR activ -0.6, Jurkat NFkB inh 3, 697 NFkB inh -14, tim23-1 inh 16, Mdm2 MdmX PPI 16, XBP1 UPR activ -2, APJ ag -3 and APJ antag 13.
For Cc1cccc(OCCCC(=O)Nc2ccc(Cl)c(S(=O)(=O)N3CCOCC3)c2)c1 the results were CHOP UPR activ 0.6, Jurkat NFkB inh 10, 697 NFkB inh -13, tim23-1 inh 31, Mdm2 MdmX PPI 0, XBP1 UPR activ -2, APJ ag -1 and APJ antag -21.
Cc1ccc(-n2ncc3c2CC(C)(C)CC3NC(=O)CCc2cccnc2)cc1 (stereo not given) was read as CHOP UPR activ -0.3, Jurkat NFkB inh -2, 697 NFkB inh -3, tim23-1 inh 11, Mdm2 MdmX PPI 13, XBP1 UPR activ -7, APJ ag 0 and APJ antag -7.
For CCCCCCCCNC(=O)C(CCC(=O)OCc1ccccc1)NC(C)=O (stereo not given) the results were CHOP UPR activ -1.1, Jurkat NFkB inh -8, 697 NFkB inh -5, tim23-1 inh 24, Mdm2 MdmX PPI 9, XBP1 UPR activ 0, APJ ag -3 and APJ antag 16.
`Oc1ccc(CNc2ccc(F)cc2)c2cccnc12` gave CHOP UPR activ 12, Jurkat NFkB inh 14, 697 NFkB inh -67, tim23-1 inh -21, Mdm2 MdmX PPI 85*, XBP1 UPR activ 13, APJ ag 2 and APJ antag -16.
CCCC(=O)N1CCN(c2nnc(-c3ccccc3)c3ccccc23)CC1 was read as CHOP UPR activ 0.4, Jurkat NFkB inh 8, 697 NFkB inh 9, tim23-1 inh -14, Mdm2 MdmX PPI 5, XBP1 UPR activ -3, APJ ag -1 and APJ antag 19.
O=C(O)CCn1nnc(-c2ccccc2)n1 was read as CHOP UPR activ 3.1, Jurkat NFkB inh 6, 697 NFkB inh 6, tim23-1 inh 1, Mdm2 MdmX PPI 3, XBP1 UPR activ -2, APJ ag -3 and APJ antag 10.
Screening Cc1cc(=O)oc(C)c1C(=O)NC12CC3CC(CC(C3)C1)C2 returned CHOP UPR activ -4.8, Jurkat NFkB inh 6, 697 NFkB inh 5, tim23-1 inh -1, Mdm2 MdmX PPI 28, XBP1 UPR activ -3, APJ ag -4 and APJ antag 0.
`CCC(=O)Nc1cccc(C2=NOC3(C2)C[C@@H](C(N)=O)N(C(=O)c2cc([N+](=O)[O-])cc([N+](=O)[O-])c2)C3)c1` (stereo not given in full) gave CHOP UPR activ -2.2, Jurkat NFkB inh -10, 697 NFkB inh 10, tim23-1 inh -4, Mdm2 MdmX PPI -5, XBP1 UPR activ -3, APJ ag 12 and APJ antag -40.
`COc1ccc(-c2n[nH]c(=S)n2-c2ccc(C)cc2)cc1OC` gave CHOP UPR activ -0.8, Jurkat NFkB inh -6, 697 NFkB inh -12, tim23-1 inh 23, Mdm2 MdmX PPI 14, XBP1 UPR activ -3, APJ ag 1 and APJ antag -1.
Screening O=C(O)c1ccc(NC(=O)C2C3CCC(O3)C2C(=O)O)cc1 (stereo not given) returned CHOP UPR activ 0.9, Jurkat NFkB inh -6, 697 NFkB inh 0, tim23-1 inh -8, Mdm2 MdmX PPI 3, XBP1 UPR activ 1, APJ ag -3 and APJ antag -4.
Screening CCc1cc2c(COC(=O)c3cccc(S(C)(=O)=O)c3)cc(=O)oc2cc1O returned CHOP UPR activ -0.6, Jurkat NFkB inh 9, 697 NFkB inh 7, tim23-1 inh -2, Mdm2 MdmX PPI 14, XBP1 UPR activ 2, APJ ag -2 and APJ antag 7.
`Cc1cccc[n+]1CC(=O)/C=C1\N(C)c2ccccc2C1(C)C` gave CHOP UPR activ -1.1, Jurkat NFkB inh 43, 697 NFkB inh 2, tim23-1 inh 14, Mdm2 MdmX PPI -1, XBP1 UPR activ 2, APJ ag -3 and APJ antag -4.
CC(=O)C(C)Oc1ccc2c3c(c(=O)oc2c1C)CCCC3 (stereo not given) was read as CHOP UPR activ 3.0, Jurkat NFkB inh -35, 697 NFkB inh -37, tim23-1 inh 29, Mdm2 MdmX PPI -19, XBP1 UPR activ 5, APJ ag 1 and APJ antag -5.
Screening C/C(=N\O)c1ccc(Cl)c(Cl)c1 returned CHOP UPR activ 1.4, Jurkat NFkB inh 5, 697 NFkB inh 4, tim23-1 inh 12, Mdm2 MdmX PPI 34, XBP1 UPR activ -2, APJ ag -1 and APJ antag 10.
`Cc1ccc2c(c1)N(CC(=O)N1CCN(c3nc4ccccc4s3)CC1)C(=O)C(C)O2` (stereo not given) gave CHOP UPR activ -1.4, Jurkat NFkB inh 15, 697 NFkB inh 21, tim23-1 inh 24, Mdm2 MdmX PPI 30, XBP1 UPR activ -2, APJ ag -3 and APJ antag 1.
For COc1ccc2oc(C(=O)OCC(=O)N3CCCCC3C)c(C)c2c1 (stereo not given) the results were CHOP UPR activ 4.1, Jurkat NFkB inh -41, 697 NFkB inh -34, tim23-1 inh 29, Mdm2 MdmX PPI -65, XBP1 UPR activ 2, APJ ag -1 and APJ antag 2.
Cc1ccccc1C(=O)c1cccn1CC(=O)NCc1cccc(Cl)c1 was read as CHOP UPR activ 2.6, Jurkat NFkB inh -8, 697 NFkB inh -29, tim23-1 inh 21, Mdm2 MdmX PPI 4, XBP1 UPR activ 4, APJ ag -2 and APJ antag 14.
Screening CCOc1cccc(Oc2ncccc2C(=O)/C(C#N)=C/N(C)C)c1 returned CHOP UPR activ 2.1, Jurkat NFkB inh 8, 697 NFkB inh 12, tim23-1 inh 1, Mdm2 MdmX PPI 9, XBP1 UPR activ 2, APJ ag -4 and APJ antag 15.
Fc1cccc(Cl)c1-c1nnc2ccc(C(F)(F)F)cn12 was read as CHOP UPR activ -1.4, Jurkat NFkB inh 0, 697 NFkB inh 16, tim23-1 inh 4, Mdm2 MdmX PPI -7, XBP1 UPR activ 1, APJ ag -2 and APJ antag -6.
Screening O=C(Nc1nn(Cc2ccc(Cl)cc2)cc1Br)c1ccc(COc2ccccc2Cl)o1 returned CHOP UPR activ 0.5, Jurkat NFkB inh -2, 697 NFkB inh -18, tim23-1 inh 14, Mdm2 MdmX PPI 25, XBP1 UPR activ 0, APJ ag 0 and APJ antag 12.
Screening CCn1c(CNc2ccc(F)cc2)nnc1SCCN1CCCCC1 returned CHOP UPR activ -0.6, Jurkat NFkB inh -18, 697 NFkB inh -20, tim23-1 inh -8, Mdm2 MdmX PPI 16, XBP1 UPR activ 0, APJ ag -5 and APJ antag 1.
CC(C)c1cc(C(=O)Nc2cccc(Cl)c2)no1 was read as CHOP UPR activ 1.4, Jurkat NFkB inh -232, 697 NFkB inh -141, tim23-1 inh 24, Mdm2 MdmX PPI -145, XBP1 UPR activ 5, APJ ag -3 and APJ antag -6.
COCCNC(=O)C(c1cccs1)N(C(=O)Cn1nnc2ccccc21)c1cccc(C(C)=O)c1 (stereo not given) was read as CHOP UPR activ 2.6, Jurkat NFkB inh 3, 697 NFkB inh 9, tim23-1 inh 5, Mdm2 MdmX PPI -12, XBP1 UPR activ 0, APJ ag -1 and APJ antag 8.
Screening O=C(O)CC(c1cccc2ccccc12)N1Cc2ccccc2C1=O (stereo not given) returned CHOP UPR activ -0.7, Jurkat NFkB inh 1, 697 NFkB inh 7, tim23-1 inh 8, Mdm2 MdmX PPI 13, XBP1 UPR activ -2, APJ ag -2 and APJ antag 16.
Screening O=C(O)C1C2C=CC(C2)C1C(=O)NCc1ccoc1 (stereo not given) returned CHOP UPR activ -1.2, Jurkat NFkB inh 7, 697 NFkB inh -3, tim23-1 inh -3, Mdm2 MdmX PPI 0, XBP1 UPR activ 0, APJ ag 0 and APJ antag 3.
`CN1CCN(S(=O)(=O)c2ccc(-c3ccccc3)cc2)CC1` gave CHOP UPR activ -1.0, Jurkat NFkB inh -20, 697 NFkB inh -9, tim23-1 inh 16, Mdm2 MdmX PPI -22, XBP1 UPR activ -2, APJ ag 1 and APJ antag -16.
`COc1cccc(NC(=O)c2oc3ccccc3c2NC(=O)c2ccc3c(c2)OCO3)c1` gave CHOP UPR activ 1.4, Jurkat NFkB inh -25, 697 NFkB inh -6, tim23-1 inh 36, Mdm2 MdmX PPI -4, XBP1 UPR activ 3, APJ ag -4 and APJ antag -7.

Screening results deposited in PubChem BioAssay by Sanford-Burnham Center for Chemical Genomics.
